RXFP1 agonist – activates the human relaxin receptor RXFP1; Potency, µM (highest dose often 57.5 µM), inactives show top-dose activation, hits mostly activators; HEK293T-RXFP1 cAMP TR-FRET, 30 min; response scale: percent of porcine relaxin response, buffer zero; AID 2676; 370,000 compounds, 0.3% hits; Q9HBX9; note: potency is the fitted concentration of half-maximal effect; % is set by controls: 0 for no effect and ±100 for the full control effect; nearly all actives have a fitted effect of over 60% in size; many of its hits are not listed in these tables
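Agonist response is measured as cAMP accumulation in an RXFP1-transfected HEK293T line under PDE4 inhibition. Values are scaled between buffer-only and 29 nM porcine relaxin, and EC50s come from standard Hill equation fits.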
Vif-A3G inh – Vif-A3G binding inhibition; HeLa A3G-eYFP + Vif (tagged APOBEC3G with the HIV-1 protein that degrades it), YFP fluorescence, overnight; Q9HC16; AID 602310; 410,000 compounds, 0.076% hits; Potency, µM (top dose mostly 46.1 µM), for inactives: at the highest dose activity, negative = active, actives largely listed as inhibitors;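 note: potency is the fitted concentration of half-maximal effect; % is set by controls: 0 for no effect and ±100 for the full control effect; nearly all actives have a fitted effect of over 60% in size; hits raise eYFP signal because A3G escapes Vif-driven loss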
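HeLa cells stably expressing Vif and C-terminally eYFP-tagged A3G, seeded overnight at 37 deg C, then exposed to compound by pintool overnight at 37 deg C. Rise in yellow fluorescence (Ex 488/Em 500-530, Acumen) marks blocked Vif-driven A3G degradation.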
TrxR1 substrate – rat thioredoxin reductase 1 substrate activity. purified TrxR1 substrate turnover, NADPH consumption readout. Potency, µM (highest dose often 114 µM), without a hit: top-dose activity change, negative = substrate turnover. 390,000 compounds, 0.01% hits; note: potency is the fitted concentration of half-maximal effect; % is set by controls: 0 for no effect and ±100 for the full control effect; nearly all actives have a fitted effect of over 50% in size
Target sequence (O89049 whole entry, looked up): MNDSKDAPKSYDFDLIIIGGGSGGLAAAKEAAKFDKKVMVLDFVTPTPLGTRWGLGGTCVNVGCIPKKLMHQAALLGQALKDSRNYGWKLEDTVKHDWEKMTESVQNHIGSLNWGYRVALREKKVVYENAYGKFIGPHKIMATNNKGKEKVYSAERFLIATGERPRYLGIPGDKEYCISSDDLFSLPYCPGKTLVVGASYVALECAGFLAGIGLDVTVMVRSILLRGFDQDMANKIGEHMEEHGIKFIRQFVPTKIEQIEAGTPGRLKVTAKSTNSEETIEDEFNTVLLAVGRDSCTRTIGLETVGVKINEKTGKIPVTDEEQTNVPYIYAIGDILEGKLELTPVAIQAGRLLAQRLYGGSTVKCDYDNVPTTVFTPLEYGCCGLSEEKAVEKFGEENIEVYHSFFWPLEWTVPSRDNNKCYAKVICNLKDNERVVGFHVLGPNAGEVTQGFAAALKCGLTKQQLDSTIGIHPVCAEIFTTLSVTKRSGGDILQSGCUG
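Rat TrxR1, dispensed at 90 nM, was prereduced with 400 uM NADPH (final) for 5 min at ~22 deg C, then incubated with compound 15 min before 400 uM selenite. A first-read NADPH fluorescence drop versus no-compound background flagged substrates.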
LDHA block – blocks human lactate dehydrogenase A. purified LDHA, NADH/diaphorase-resazurin fluorescence; hits give low values. P00338. AID 1347041. activity change, % (values are at about 110 or 230 µM). 480,000 compounds, 0.15% hits; in the data active = activity change below about -30%; inconclusive = mostly about -25% to -30%;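 note: plate controls were DMSO wells for no effect and wells without enzyme for full effect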
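Remaining NADH was detected by diaphorase (0.133 mg/mL) converting 37 µM resazurin to fluorescent resorufin, read at 0 and 20 minutes. The preceding 5-minute room-temperature reaction used 2 nM LDHA, 0.2 mM sodium pyruvate and 0.06 mM NADH at pH 7.4.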
Vif-APOBEC3F blk – inhibitors of Vif-A3F interaction; 390,000 compounds, 0.2% hits; AID 602313; Potency, µM (doses to about 46.1 µM), for the others: at the top dose activity, negative = active; HeLa A3F-eYFP + Vif (tagged APOBEC3F with the HIV-1 protein that degrades it), YFP fluorescence increase; note: potency is the fitted concentration of half-maximal effect; % of control where 0% means no effect; nearly all actives have a fitted effect of over 65% in size
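HeLa cells stably expressing Vif plus C-terminally eYFP-tagged A3F were seeded, incubated overnight at 37 deg C, dosed with compound, incubated overnight again at 37 deg C. Yellow fluorescence (Ex 488/Em 500-530) reported blocked Vif-mediated A3F-eYFP degradation.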
mIDH1 inhibitor – human IDH1 R132H inhibition | Potency, µM (highest dose often 76.6 µM), inactives show at the top dose activity change, negative = inhibition, usual class: inhibitors | 390,000 compounds, 0.093% hits | AID 602179 | O75874 | IDH1-R132H enzyme, NADPH consumption, diaphorase/resazurin fluorescence; note: potency is the fitted concentration of half-maximal effect; % is set by controls: 0 for no effect and ±100 for the full control effect; nearly all actives have a fitted effect of over 65% in size
Target sequence (O75874 whole entry R132H, stated change not applied): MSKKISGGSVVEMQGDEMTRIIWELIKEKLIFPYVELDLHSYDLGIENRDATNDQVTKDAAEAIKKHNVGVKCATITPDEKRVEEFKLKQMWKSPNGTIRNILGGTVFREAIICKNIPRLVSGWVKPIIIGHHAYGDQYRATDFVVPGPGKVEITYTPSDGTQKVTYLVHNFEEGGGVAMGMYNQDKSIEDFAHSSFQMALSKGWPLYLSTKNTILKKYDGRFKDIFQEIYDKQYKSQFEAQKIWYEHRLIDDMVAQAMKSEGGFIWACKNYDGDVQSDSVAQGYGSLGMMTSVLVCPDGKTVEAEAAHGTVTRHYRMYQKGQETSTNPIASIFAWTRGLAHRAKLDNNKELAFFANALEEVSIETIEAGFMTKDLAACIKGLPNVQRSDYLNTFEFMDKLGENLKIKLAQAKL
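IDH1-R132H (0.5 ug/mL) preincubated 30 min with compound, then NADPH (0.016 mM) and alpha-KG (2 mM) added; 80 min at RT, pH 7.5. Remaining NADPH coupled via diaphorase/resazurin to fluorescence (540/590 nm); concentration-response curves normalized to no-enzyme control.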
GRP78 ERSR act – induces the endoplasmic reticulum stress response in human glioma cells | Potency, µM, without a hit: at the highest dose activation, usual class: activators | U87-MG GRP78 promoter luciferase reporter, 16 h | 420,000 compounds, 0.02% hits; note: potency is the fitted concentration of half-maximal effect; series mostly up to about 76 µM; % of control where 0% means no effect; nearly all actives have a fitted effect of over 35% in size
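Stably transfected U87-MG human glioma cells carrying a GRP78-based luminescent sensor were seeded at 1000 cells/well, pin-dosed with compounds and incubated 16 h. Luciferase reagent was then added, and end-point luminescence was read after 10 min at room temperature.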
USP1-UAF1 inh – inhibitors of human USP1/UAF1 deubiquitinase; recombinant USP1/UAF1, Ub-Rhodamine cleavage fluorescence; 390,000 compounds, 0.23% hits; Potency, µM (titrated, usually from 57.1 µM), inactives show at the top dose activity change, negative = inhibition, most hits filed as inhibitors; note: potency is the fitted concentration of half-maximal effect; % is set by controls: 0 for no effect and ±100 for the full control effect; nearly all actives have a fitted effect of over 60% in size; inactives centre near -12
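Step one: compound is pinned into 1nM USP1/UAF1 in HEPES pH 7.8 buffer with TCEP. Step two: 15 min room-temperature incubation. Step three: Ub-Rho (150nM final) starts cleavage, tracked by fluorescence over six one-minute reads.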
PI4K2A block – PI4K2A (human) kinase inhibition; Q9BTU6; 420,000 compounds, 0.13% hits; activity change, negative = inhibition, % at 76.9 µM; purified PI4K2A, ADP-Glo luminescence, 1 h; hits give low values; in the data active = activity change below about -50%; inconclusive = mostly about -30% to -49%;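 note: -100% = wells without enzyme as full effect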
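Compounds are screened against recombinant PI4K2A using PI as substrate and ATP, the latter dispensed at 300 microM. Reactions run one hour at ambient temperature before ADP-Glo detection; full inhibition defined by wells lacking enzyme.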
Starred values were filed as active, the others as inactive; u = inconclusive; x = no result given; [ ] = dose if it differs, or a comment. Unless noted, calls come from the whole dose curve; as a rule, active = well fitted curve in the direction sought with a large enough effect; inconclusive = small, poorly fitted or top-dose-only effect, or another doubt; inactive = no such curve, though single readings can be large; an effect the other way counts as inactive or inconclusive. This is a subset; count on the stated rates, not on these rows.

SMILES,RXFP1 agonist,Vif-A3G inh,TrxR1 substrate,LDHA block,Vif-APOBEC3F blk,mIDH1 inhibitor,GRP78 ERSR act,USP1-UAF1 inh,PI4K2A block
Cc1cc(C)c2sc(N(Cc3cccnc3)C(=O)CCS(=O)(=O)c3ccccc3)nc2c1,8.7%,-11%,-2%[57.1 µM],-24,-1%,-22%,-2%,-7%,-3
CC(C)(C)c1ccc(N2C(=N)SCC2=O)cc1,-1.1%,1%,-20%[57.1 µM],-2,-2%,4%,1%,-9%,-3
CCCc1cc(=O)[nH]c(SCC(=O)Nc2nonc2N)n1,3.4%,-6%,7%,0,1%,9%,-4%,9%,-1
Cc1ccc(C)c(Nc2nn3c(=O)c4ccc(C(=O)N(C)Cc5ccccc5)cc4nc3s2)c1,13%,1%,-2%,0,-11%,-1%,-2%,-4%,1
CCN(CC)CCCNc1ccc(-c2nnc(-c3ccc(OCC(C)C)cc3)o2)cn1,11%,3%,190%[activator],-1,-10%,0%,-8%,-13%,-3
O=C(Cn1ccc(=O)[nH]c1=O)Nc1nccs1,x,0%,x,-3,-2%,7%,-6%,-11%,5
CCOC1=C2[C@H](c3ccccc3)N(S(=O)(=O)c3ccc(C)cc3)C[C@H]2n2c(=O)n(-c3ccccc3)c(=O)n2C1,x,-4%,x,-6,x,x,-5%,x,-2
COc1cccc(C(c2sc3nc(-c4ccco4)nn3c2O)N2CCC3(CC2)OCCO3)c1 (configuration not stated),2.7%,-4%,5%[57.1 µM],-2,-6%,18%,-3%,-22%,17
O=C(NCCCn1ccnc1)/C(=C/c1ccco1)NC(=O)c1ccco1,0.3%,-2%,-8%,-4,8%,u,-7%,-15%,-1
CCCOc1ccc(CNC(=O)c2cc3ccccn3n2)cc1,-0.8%,-1%,5%[57.1 µM],1,0%,14%,10%,u,-3
Cc1ccc(S(=O)(=O)N(C)C)cc1NC(=O)COC(=O)C1CCCC1,0.5%,0%,4%[57.1 µM],-3,u,-9%,-2%,-19%,-3
O=C(NC1c2ccccc2-c2ccccc21)N1CCOCC1,1.1%,4%,-5%,4,-3%,2%,-3%,-9%,0
O=C(O)c1cccc(NC(=O)c2cccc(NC(=O)C3CCCO3)c2)c1 (configuration not stated),2.2%,2%,9%,-7,-10%,4%,-10%,-8%,4
CCOc1ccc(C(=O)NCc2nc3cccnc3n2Cc2ccc(F)cc2)cc1OCC,-0.1%,-6%,-2%[57.1 µM],0,8%,5%,-2%,-8%,-1
O=C(CSc1nc2ccc(Cl)cc2[nH]1)Nc1ccc2[nH]c(=O)[nH]c2c1,0.9%,-1%,-8%,4,-29%,12%,-4%,-3%,-1
CCOC(=O)C1(CCOc2ccccc2)CCN(Cc2cccc(OC)c2OC)CC1,0.4%,0%,-6%,-2,-4%,-9%,-4%,-9%,-3
COc1cc2[nH]c(=O)n(C3CCCCC3)c(=O)c2cc1OC,2.7%,-6%,2%,-11,-2%,2%,1%,-22%,-14
CC(=O)NC1(C(F)(F)F)C(=O)Nc2c1c(=O)[nH]c(=O)n2CC(C)C (configuration not stated),-0.4%,1%,-5%,-1,-6%,6%,-6%,-3%,5
COCC(=O)OCC(=O)Nc1ccc(Cl)cc1[N+](=O)[O-],1.9%,9%,-3%,0,1%,-5%,-1%,-23%,-1
COCCNC(=O)c1c(N)n(/N=C/c2cccs2)c2nc3ccccc3nc12,2.2%,2%,227%[activator],0,-15%,-9%,0%,-2%,-5
CC(=O)OC1COC(OC(C)=O)CO1 (configuration not stated),x,-1%,4%,2,-9%,8%,-1%,2%,4
CC(=O)CN1C(=O)NC(c2ccccc2)(c2ccccc2)C1=O,-3.4%,0%,6%,-8,-2%,8%,-4%,u,-1
CN(Cc1ccccc1F)c1nc(-c2cccnc2)nc2ccccc12,-3.0%,-3%,2%[57.1 µM],-1,-7%,-29%,-5%,-25%,-1
Cc1ccc(NS(=O)(=O)c2cccc(C(=O)NNC(=O)c3ccco3)c2)c(C)c1,-0.5%,0%,-14%,-1,7%,5%,-7%,-6%,1
O=C(Cn1c(-c2cscn2)nc2ccccc21)Nc1ccccc1F,-0.1%,-1%,11%,-3,3%,-3%,-2%,-16%,-2
CCCN(CCC)CCNC(=O)Cn1ncc2c([nH]c3ccc(C)cc32)c1=O,-1.0%,1%,13%,2,0%,13%,-3%,-22%,1
CC(=O)c1ccc(C(=O)N(C)C2CCCN(Cc3ccccc3F)C2)s1 (configuration not stated),4.9%,1%,0%,-13,-24%,-6%,-5%,3%,9
CC(C(=O)Nc1cc(C(F)(F)F)ccc1N1CCOCC1)N1C(=O)C2CC=CCC2C1=O (configuration not stated),-0.3%,-6%,2%,-1,7%,-1%,-3%,0%,-3
CS(=O)(=O)N1CCC(C(=O)Nc2cccc(Br)c2)CC1,1.2%,3%,9%[57.1 µM],-10,5%,-7%,-2%,-17%,1
Cc1cc(C)cc(N(CC(=O)NC2CCCCC2)C(=O)c2ccc(C)s2)c1,2.9%,0%,8%,-11,-2%,u,-3%,-10%,0
CC(Nc1ccc(Br)cc1)C(=O)N/N=C/c1ccccc1OCc1ccccc1 (configuration not stated),0.2%,0%,-5%,2,0%,7%,-4%,-15%,-1
CCOc1ccc(CCNC(=O)c2ccc(Cl)c(S(=O)(=O)N3CCOCC3)c2)cc1OCC,0.4%,-3%,7%[57.1 µM],0,-7%,0%,1%,-20%,0
Cc1ccccc1Cn1cc(NC(=O)c2cc(C3CC3)on2)cn1,3.0%,-21%,-1%,-10,-18%,8%,0%,-11%,3
O=C(CN1C(=O)CC(c2ccco2)Sc2ccccc21)Nc1ccc2c(c1)OCCO2 (configuration not stated),3.0%,-6%,-3%[57.1 µM],-7,-2%,-5%,0%,5%,0
CC1CSc2n(-c3cccc(C(F)(F)F)c3)cc(-c3ccccc3)[n+]21 (configuration not stated),3.3%,3%,7%[57.1 µM],-1,10%,-2%,-5%,-2%,1
CCCSc1nnc2n(-c3ccccc3OC)c(=O)c3c4c(sc3n12)CCC4,1.0%,0%,-10%,-3,-11%,-2%,14%,2%,2
COc1ccc([C@H]2CC(=O)C=C(c3cc4ccccc4s3)C2)cc1,0.8%,-12%,6%[57.1 µM],1,-2%,6%,-1%,-27%,-2
CCCCC(=O)N(C)c1c(C)nc2ccc(C(=O)NCc3ccccc3OC)cn12,x,-3%,x,-4,x,x,-3%,x,0
CCOC(=O)C1=CN(Cc2cccc(F)c2)S(=O)(=O)NC1CCc1ccccc1 (configuration not stated),x,-5%,-6%,-6,-13%,2%,-2%,-25%,3
Cc1cccc(NC(=O)NCCc2ccc(Cl)cc2)c1,-1.4%,-3%,3%[57.1 µM],-7,-19%,1%,5%,-4%,0
O=C(CCN1C(=O)/C(=C/c2cccs2)SC1=S)NNC(=O)c1cccc(O)c1,-1.6%,-6%,6%[57.1 µM],-12,u,3%,-5%,u,3
COc1ccc(C)cc1NC(=O)NNS(=O)(=O)c1ccc(NC(C)=O)cc1,-0.8%,-5%,-8%,-7,-4%,1%,-1%,-4%,3
COc1cccc(NC(=O)CSc2nnc(-c3cccs3)n2C)c1,3.6%,-2%,-4%,-6,0%,3%,-1%,-8%,5
O=C(c1ccccc1)N1CCN(c2ccc(Cl)cc2)CC1,0.6%,0%,7%,1,-5%,1%,-2%,0%,1
Clc1ccc(Cn2ncc3c(N4CCCCC4)ncnc32)c(Cl)c1,-0.1%,-2%,-14%,-5,2%,0%,-5%,-13%,2
O=C(CN1CCOCC1)Nc1cccc(C(F)(F)F)c1,x,-3%,9%[57.1 µM],-2,0%,3%,-4%,5%,0
COc1cc(C)c(Cl)c(C)c1S(=O)(=O)NC1CC(C)(C)NC(C)(C)C1,-0.9%,3%,4%,-3,-5%,3%,-3%,-9%,12
Cc1nc(SCC(=O)c2ccccc2)c(C#N)c(-c2ccco2)c1C(=O)NCc1ccco1,0.9%,u,15%,8,u,3%,u,u,u
C#CC[N+](C)(C)CCCCCCCCCC,-3.0%,-4%,-4%,u,-1%,3%,-4%,-19%,-1
CC(=O)NC1CC2CCCC(C1)N2CC(=O)NCc1ccc(F)cc1 (configuration not stated),1.8%,-7%,2%,-14,3%,-1%,-8%,-19%,-1
O=c1[nH]ncn1-c1cccc(C(F)(F)F)c1,1.1%,2%,7%,-2,-6%,1%,-3%,-20%,-5

Molecules listed so far with bromine (2):
SMILES,RXFP1 agonist,Vif-A3G inh,TrxR1 substrate,LDHA block,Vif-APOBEC3F blk,mIDH1 inhibitor,GRP78 ERSR act,USP1-UAF1 inh,PI4K2A block
CS(=O)(=O)N1CCC(C(=O)Nc2cccc(Br)c2)CC1,1.2%,3%,9%[57.1 µM],-10,5%,-7%,-2%,-17%,1
CC(Nc1ccc(Br)cc1)C(=O)N/N=C/c1ccccc1OCc1ccccc1 (configuration not stated),0.2%,0%,-5%,2,0%,7%,-4%,-15%,-1

Screening results from PubChem BioAssay.
